HADH2 inhib = qHTS Assay for Inhibitors of HADH2 (Hydroxyacyl-Coenzyme A Dehydrogenase, Type II); 3-hydroxyacyl-CoA dehydrogenase type-2 (Homo sapiens), Q99714; recombinant HADH2, NADH fluorescence, beta-hydroxybutyryl-CoA; Potency, µM (highest dose often 57.1 µM), for inactives: top-dose activity change, negative = inhibition, actives largely listed as inhibitors; 3.4% of 73,000 active; also: potency is read from the fitted curve at half-maximal effect; % is scaled to controls: 0 for no effect and ±100 for the full control effect; nearly all actives have a fitted effect of over 60% in size; many of its hits are not listed in these tables
Target sequence (Q99714 whole entry, looked up, one chain of several): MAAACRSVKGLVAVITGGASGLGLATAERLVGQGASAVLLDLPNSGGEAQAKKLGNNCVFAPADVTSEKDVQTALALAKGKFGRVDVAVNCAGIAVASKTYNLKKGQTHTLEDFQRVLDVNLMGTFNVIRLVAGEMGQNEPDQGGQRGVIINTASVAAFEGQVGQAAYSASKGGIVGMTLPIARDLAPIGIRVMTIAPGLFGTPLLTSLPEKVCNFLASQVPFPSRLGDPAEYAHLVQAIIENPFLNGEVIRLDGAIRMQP
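NADH fluorescence (ex 360/em 450 nm) read every 30 s for 4 min; activity taken as last-minus-first time point difference. Enzyme 20 nM, NAD+ 1 mM, beta-hydroxybutyryl-CoA 90 uM, pH 9.0 Tris buffer.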
Hsp90 Hop PPI = qHTS Assay for Disrupters of an Hsp90 Co-Chaperone Interaction; AlphaScreen TPR2A-His6 binding biotin-Hsp90 C-terminal peptide; 0.44% of 71,000 active; Potency, µM (doses to about 57 µM), inactives show at the highest dose activity change, negative = inhibition; active = well fitted curve in either direction with a large enough effect; inconclusive = small, poorly fitted or top-dose-only effect, or another doubt; also: potency is read from the fitted curve at half-maximal effect; % is scaled to controls: 0 for no effect and ±100 for the full control effect; many of its hits are not listed in these tables
Tau filament bind = qHTS Assay for Tau Filament Binding | Microtubule-associated protein tau (Homo sapiens), P10636 | recombinant tau filaments, thioflavin S fluorescence, 15 h; filaments grown with octadecylsulfate alongside compound | Potency, µM (series often up to 57.1 µM), for the others: at the top dose activity change, negative = inhibition | 2% of 71,000 active;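 also: potency is read from the fitted curve at half-maximal effect; % is scaled to controls: 0 for no effect and ±100 for the full control effect; actives lower thioflavin S fluorescence by blocking filaments or displacing dye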
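His-tagged recombinant human tau (exons 2, 3 and 10 included), 1 uM, was induced to fibrillize by 30 uM sodium octadecylsulfate with compound present. After 15 h at 37 C, thioflavine S fluorescence (ex 450, em 510 nm) was read.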
15-hLO inh = qHTS Assay for Inhibitors of 15-hLO (15-human lipoxygenase); Polyunsaturated fatty acid lipoxygenase ALOX15 (Homo sapiens), P16050; purified 15hLO-1, xylenol orange hydroperoxide absorbance; Potency, µM (titrated, usually from 57.1 µM), inactives show top-dose activity change, negative = inhibition, most hits filed as inhibitors; 1.4% of 74,000 active; also: potency is read from the fitted curve at half-maximal effect; % is scaled to controls: 0 for no effect and ±100 for the full control effect; nearly all actives have a fitted effect of over 55% in size
Target sequence (P16050 whole entry, looked up): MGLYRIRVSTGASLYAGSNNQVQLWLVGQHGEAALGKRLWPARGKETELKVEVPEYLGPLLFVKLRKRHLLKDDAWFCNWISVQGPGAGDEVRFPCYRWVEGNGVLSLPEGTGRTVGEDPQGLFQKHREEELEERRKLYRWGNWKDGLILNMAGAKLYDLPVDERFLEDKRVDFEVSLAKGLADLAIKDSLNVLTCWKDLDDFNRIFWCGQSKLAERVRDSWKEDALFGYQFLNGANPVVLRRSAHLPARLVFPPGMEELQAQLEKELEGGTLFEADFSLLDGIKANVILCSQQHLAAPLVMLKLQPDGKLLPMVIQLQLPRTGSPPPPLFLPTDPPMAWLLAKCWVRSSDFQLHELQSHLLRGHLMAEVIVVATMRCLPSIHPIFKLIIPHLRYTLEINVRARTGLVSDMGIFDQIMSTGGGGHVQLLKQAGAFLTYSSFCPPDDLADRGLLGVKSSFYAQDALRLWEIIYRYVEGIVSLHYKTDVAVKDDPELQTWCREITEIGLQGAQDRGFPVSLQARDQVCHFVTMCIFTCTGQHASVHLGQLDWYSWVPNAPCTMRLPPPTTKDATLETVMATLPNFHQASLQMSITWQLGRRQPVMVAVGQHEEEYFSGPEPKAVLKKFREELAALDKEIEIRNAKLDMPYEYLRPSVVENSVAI
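Inhibition is scored from a chromogenic endpoint. After 15 min enzyme-compound contact, arachidonic acid (50 uM final) reacts 6 min with 40 nM 15hLO-1 at room temperature, then Fe-XO reagent is added for 30 min and absorbance ratio recorded.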
ERK AVP inh = qHTS Assay for Inhibitors of the ERK Signaling Pathway using a Homogeneous Screening Assay; 0.99% of 72,000 active; HEK293-V1b, vasopressin-stimulated pERK AlphaScreen; Potency, µM (highest dose often 57.5 µM), for the others: at the highest dose activity, negative = inhibition, most hits filed as inhibitors; AID 995, 2007; also: potency is read from the fitted curve at half-maximal effect; % is scaled to controls: 0 for no effect and ±100 for the full control effect; nearly all actives have a fitted effect of over 55% in size
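Overnight-seeded V1b-HEK293 cells in 1% FBS got compound, then vasopressin (25 nM final, 5 min, 37C), then lysis buffer. AlphaScreen detection of phospho-ERK; activity normalized to basal and full-stimulation controls.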
Pol III holo inh = qHTS Assay for Inhibitors of DNA Polymerase III Holoenzyme System; reconstituted DNA polymerase III holoenzyme replication, biochemical; Potency, µM (top dose mostly 57.1 µM), inactives show at the highest dose activity change, negative = inhibition; 0.25% of 71,000 active; AID 603, 2007; also: potency is read from the fitted curve at half-maximal effect; % is scaled to controls: 0 for no effect and ±100 for the full control effect
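Reconstituted *E. coli* holoenzyme (0.35 nM Pol III, 1 nM beta, 154 nM SSB, 2 nM primase) was preincubated with compound for 15 min at RT. Synthesis on 1.4 nM ssM13Gori ran 35 min, then was stopped with PicoGreen/EDTA and read as dsDNA fluorescence.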
Luciferase inh = qHTS Assay for Inhibitors of Firefly Luciferase; Luciferin 4-monooxygenase (Photinus pyralis), P08659; purified firefly luciferase, luminescence, 8 min; Potency, µM (highest dose often 57.1 µM), for inactives: at the top dose activity change, negative = inhibition, hits mostly inhibitors; 2.2% of 72,000 active; AID 411, 2009; also: potency is read from the fitted curve at half-maximal effect; % is scaled to controls: 0 for no effect and ±100 for the full control effect; nearly all actives have a fitted effect of over 40% in size
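Titration-based qHTS; buffer 50 mM imidazole pH 7.2, 50 mM KCl, 7 mM MgCl2, 10 uM ATP, 0.01% Tween 20, 0.05% BSA; luciferase/luciferin detector mix added after compound; 8 min, ambient; luminescence.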
Ub-GFP proteasome = Ubiquitin-GFP Assay; Ubiquitin-GFP reporter cells, proteasome inhibition, GFP fluorescence; response scale: untreated = 0%, 10 µM MG-132 = 100%; 67,000 tested, under 10 active; Potency, µM (series often up to 45.9 µM), without a hit: at the top dose activation (GFP accumulation), usual class: activators; active = well fitted activation curve with a large enough effect, not every such curve was filed as active; inconclusive = small, poorly fitted or top-dose-only effect, or another doubt; inactive = no such curve, though single readings can be large or run the other way; also: potency is read from the fitted curve at half-maximal effect
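U2OS Ub(G76V)-GFP reporter; O/N plating, 0.5% FBS; cpd 46 uM–2.9 nM, 4 h, 37 °C; GFP+ cell count, 488/515 nm; norm. to basal vs 10 uM MG-132; CRC fit.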
CRE-bla Fsk = Cell signaling CRE-BLA (Fsk stim); CHO CRE-bla reporter (cAMP response element driving beta-lactamase), forskolin EC10, beta-lactamase ratio; 2.5% of 71,000 active; Potency, µM (highest dose often 38.2 µM), without a hit: top-dose activity change, negative = inhibition, usual class: activators; AID 662, 2007; active = well fitted activation curve with a large enough effect in the signal ratio, with a control signal flat, not every such curve was filed as active; inconclusive = small, poorly fitted or top-dose-only effect, or effect the other way, or a change in a side signal; the % refers to the signal ratio; also: potency is read from the fitted curve at half-maximal effect; % of control where 0% means no effect
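CHO CRE-bla cells, overnight plating in Opti-MEM with 0.5% dialyzed FBS; cpd titration + EC10 NKH 477, 3 h 37 °C; CCF4 2 h RT; ex 405/em 460 vs 530 ratio → %Activity, AC50.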
Epigenetic mod = qHTS Assay for Epigenetic Modulators. Potency, µM (top dose mostly 46.1 µM), for inactives: at the top dose GFP derepression (activation). mouse C127i GFP locus derepression, cytometry, 30 h. AID 597, 2007. 0.09% of 68,000 active; also: % of control where 0% means no effect
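Locus derepression in mouse mammary C127i cells whose integrated CMV-GFP reporter is normally silent; GFP expression after 30 h compound treatment was quantified by counting fluorescent cells.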
HBB splice mod = qHTS Assay for Modulators of Hemoglobin Beta Chain Splicing. 0.06% of 65,000 active. AID 925, 2007. Potency, µM (titrated, usually from 46.1 µM), inactives show at the highest dose activation, usual class: activators. HBB splicing reporter cell assay, activation; EGFP reporter with mutant IVS2-654 intron; response scale: normalised to 500 nM splice-correcting PNA; also: potency is read from the fitted curve at half-maximal effect; 0% is about no effect
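HeLa cells stably expressing EGFP interrupted by mutant beta-globin intron 2 (IVS2-654), 500/well in 2% FCS. Treated with compound for 2 days at 37C. Splicing correction scored as total well GFP intensity (488 nm excitation, 500-520 nm emission); 500 nM antisense PNA served as control.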
* marks the source's active call; other numbers are inactive results; u = inconclusive; x = not tested or not shown; & = joins results of further samples; [ ] = another dose, or the depositor's remark. Unless noted, calls follow the shape of the dose curve; as a rule, active = well fitted curve in the direction sought with a large enough effect; inconclusive = small, poorly fitted or top-dose-only effect, or another doubt; inactive = no such curve, though single readings can be large; an effect the other way counts as inactive or inconclusive.

SMILES	HADH2 inhib	Hsp90 Hop PPI	Tau filament bind	15-hLO inh	ERK AVP inh	Pol III holo inh	Luciferase inh	Ub-GFP proteasome	CRE-bla Fsk	Epigenetic mod	HBB splice mod
NCCNC(=O)c1ccc(Cl)cc1	-1%&-8%	2%&-8%	u	-2%[25.6 µM]	3%&-17%	-3%&-2%	3%&-1%	0%&7%	-10%&2%	-1%&2%	0.0%
O=C(CSCC(=O)N1CCCCC1)OCC(=O)c1c[nH]c2ccccc12	-2%	-5%	-4%	7%	-6%	2%	-8%	-2%	u	-1%	-0.9%
COc1ncc2ncc(=O)n(C)c2n1	-7%	-3%	6%	4%	3%	7%	-1%[11.4 µM]	8%	1%	5%[9.22 µM]	1.7%
O=C(CN1CCC(O)(c2ccc3c(c2)OCO3)CC1)N1CCOCC1	10%	-5%	-1%	10%	16%	-4%	3%	1%	1%	0%	x
Cc1ccc(C2CC(c3cccc(Br)c3)n3nc(N)nc3N2)cc1 (centres undefined)	4%	-6%	-30%	30%[activator]	-19%	-1%	0%	-3%	-1%	2%	0.1%
CCCCCC(=O)N1CCN(CCN=CC2=C(O)CC(c3ccc(OC)cc3)CC2=O)CC1 (centres undefined)	10%	-4%	2%	-7%	9%	3%	1%	4%	4%	2%	-2.9%[57.5 µM]
CN(Cc1ccccc1)Cc1nc2c([nH]1)c(=O)n(C)c(=O)n2C	9%	0%	-3%	17%	-10%	-2%	0%	-4%	13%	3%	-0.3%[57.5 µM]
N#Cc1c(N)nc2c(c1N)CC(=O)N2c1ccccc1-c1ccccc1	19%	1%	2%	7%	u	-2%	-3%	0%	u	1%	0.0%[57.5 µM]
c1ccc(Cn2c(-c3cccs3)nc3nc4ccccc4nc32)cc1	56%[activator]	1%	-12%	-2%	-13%	-5%	-2%	0%	6%	2%	-2.6%[57.5 µM]
FC(F)(F)c1ccc(-n2ccnc2)nc1	4%	-2%	-11%	5%	0%	-3%	0%	7%	-5%	1%	0.1%
Cn1c(=O)cc(OCCCC(=O)NCc2ccco2)c2ccccc21	-4%	-2%	4%	4%	14%	-4%	0%	7%	u	-1%	-1.6%
CCCCOC(=O)C1[C@H]2C(=O)N(Cc3cccs3)C[C@]23C=C[C@H]1O3 (some centres undefined)	8%	0%	-5%	-2%	-3%	-4%	0%	5%	-2%	0%	1.0%[57.5 µM]
CCC(C)C(NC(=O)C1CCC(C)CC1)C(=O)NC(C(=O)OC)C(C)C (centres undefined)	6%	-8%	7%	3%	12%	-2%	2%	-5%	6%	3%	-0.9%
Cn1c(=O)c2c(nc(NCCCN3CCOCC3)n2Cc2cccc(Cl)c2)n(C)c1=O	12%	-2%	-8%	3%	u	-7%	0%	x	-1%	0%	5.4%[0.369 µM]
COC(=O)[C@@]1(Cc2ccccc2)[C@H]2c3cc(C(=O)N(C)C)n(Cc4ccc(O)c(OC)c4)c3C[C@H]2CN1C(=O)c1ccccc1	3%	-8%	22%	x	-19%	11%	x	x	u	x	-0.5%
Nc1nnc(N2CCc3ccccc32)s1	-24%	8%[2.3 µM]	-25%	11%	16µM*	-6%	u	2%	3%	x	-1.3%
Cc1cc(NC(=O)c2cncc(Br)c2)n(-c2ccccn2)n1	7%	-2%	5%	5%	-8%	0%	1%	-3%	5%	2%	-2.8%
COc1cc(NS(=O)(=O)c2ccc(NC(=O)COc3ccccc3Cl)cc2)nc(OC)n1	-21%	-3%	5%	-3%	-23%	-5%	-1%	-1%	24%	4%	0.2%
Cc1cc(C(=O)OCC(=O)Nc2cc(C(F)(F)F)ccc2N2CCOCC2)c(C)o1	6%	8%	4%	-18%	-5%	-3%	0%	0%	u	-2%	-0.2%[57.5 µM]
Cc1cc(C)c(S(=O)(=O)N(C)CC(=O)N2CCCCC2)c(C)c1	4%	-2%	1%	12%	1%	-6%	1%	-5%	-5%	-3%	-1.4%
COc1ccc(C2C(C(=O)NCc3ccccn3)c3cc(OC)c(OC)cc3C(=O)N2C)cc1 (centres undefined)	10%	-1%	3%	-2%	39%[activator]	-1%	2%	5%	6%	4%	-0.9%
COc1ccccc1-c1coc2c(CN3CCN(C)CC3)c(O)ccc2c1=O	16%	-1%	1%	2%	-7%	2%	1%	6%	1%	1%	-4.7%
O=C(c1ccccc1)N1CCCCC(Sc2nnc3ccccn23)C1=O (centres undefined)	2%	1%	5%	2%	6%	-2%	-1%	6%	-16%	4%	0.0%[57.5 µM]
CCc1c(C)nc2ncnn2c1N1CCC(C(=O)NCc2cccc(OC)c2)CC1	2%	-7%	1%	8%	u	-12%	2%	0%	u	0%	-3.7%
O=S(=O)(CCc1nc2ccccc2o1)c1ccc(Cl)cc1	8%	-3%	-8%	6%	-5%	-3%	0%	7%	u	-5%	0.1%
Cc1ccc(-c2cc(C(=O)Nc3c(C#N)cnn3C)no2)cc1	-6%	-4%	-1%	-2%	-6%	-1%	13µM*	-17%	0%	-3%	1.0%
CCC(c1nnnn1Cc1ccco1)N1CCN(C(=O)c2ccco2)CC1 (centres undefined)	-5%	-2%	7%	u	-6%	-2%	1%	5%	10%	0%	x
CCN(CC)c1ccc(NC(=O)c2ccco2)c(C)c1	-2%	u	-1%	-3%	-5%	-4%	-3%	7%	0%	-3%	-0.2%
CCOc1ccccc1N1CCN(Cc2cccc(OC)c2O)CC1	-2%	-5%	9%	-11%	-25%	-5%	1%	1%	-9%	0%	0.0%
Cc1ccc(-c2nn(C)c(=O)c3ccccc23)cc1CNC(=O)CN1CCOCC1	4%	-4%	11%	-22%	u	-3%	1%	10%	u	2%	-1.2%

Luciferase inh, what is marked active above.
molecule	HADH2 inhib	Hsp90 Hop PPI	Tau filament bind	15-hLO inh	Pol III holo inh	Luciferase inh	Ub-GFP proteasome	CRE-bla Fsk
Cc1ccc(-c2cc(C(=O)Nc3c(C#N)cnn3C)no2)cc1	-6%	-4%	-1%	-2%	-1%	13µM*	-17%	0%

Record cards (already shown). Screens in order: HADH2 inhib | Hsp90 Hop PPI | Tau filament bind | 15-hLO inh | ERK AVP inh | Pol III holo inh | Luciferase inh | Ub-GFP proteasome | CRE-bla Fsk | Epigenetic mod | HBB splice mod
Profile of Cc1ccc(-c2cc(C(=O)Nc3c(C#N)cnn3C)no2)cc1 → -6% | -4% | -1% | -2% | -6% | -1% | 13µM* | -17% | 0% | -3% | 1.0%
Profile of COc1ccc(C2C(C(=O)NCc3ccccn3)c3cc(OC)c(OC)cc3C(=O)N2C)cc1 (centres undefined) → 10% | -1% | 3% | -2% | 39%[activator] | -1% | 2% | 5% | 6% | 4% | -0.9%

Among those listed so far, four have a Cl atom:
SMILES	HADH2 inhib	Hsp90 Hop PPI	Tau filament bind	15-hLO inh	ERK AVP inh	Pol III holo inh	Luciferase inh	Ub-GFP proteasome	CRE-bla Fsk	Epigenetic mod	HBB splice mod
NCCNC(=O)c1ccc(Cl)cc1	-1%&-8%	2%&-8%	u	-2%[25.6 µM]	3%&-17%	-3%&-2%	3%&-1%	0%&7%	-10%&2%	-1%&2%	0.0%
Cn1c(=O)c2c(nc(NCCCN3CCOCC3)n2Cc2cccc(Cl)c2)n(C)c1=O	12%	-2%	-8%	3%	u	-7%	0%	x	-1%	0%	5.4%[0.369 µM]
COc1cc(NS(=O)(=O)c2ccc(NC(=O)COc3ccccc3Cl)cc2)nc(OC)n1	-21%	-3%	5%	-3%	-23%	-5%	-1%	-1%	24%	4%	0.2%
O=S(=O)(CCc1nc2ccccc2o1)c1ccc(Cl)cc1	8%	-3%	-8%	6%	-5%	-3%	0%	7%	u	-5%	0.1%

Compound activity from PubChem BioAssay.

An excerpt; rates above refer to the full screens.
